Screening data as filed in PubChem.
AmpC inh no detg: inhibitors of E. coli AmpC beta-lactamase without detergent; AmpC nitrocefin hydrolysis, absorbance 480 nm, 0.0001% Triton; Potency, µM (series often up to 57.1 µM), inactives show at the highest dose activity change, negative = inhibition, hits mostly inhibitors; actives 0.52% (n = 330,000); P00811;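 further: potency means the concentration at half of the fitted maximal effect; plate controls were no compound for no effect and no enzyme for full effect; nearly all actives have a fitted effect of over 20% in size; some results filed as inactive show a strong effect at the top dose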
Target sequence (P00811 whole entry, looked up): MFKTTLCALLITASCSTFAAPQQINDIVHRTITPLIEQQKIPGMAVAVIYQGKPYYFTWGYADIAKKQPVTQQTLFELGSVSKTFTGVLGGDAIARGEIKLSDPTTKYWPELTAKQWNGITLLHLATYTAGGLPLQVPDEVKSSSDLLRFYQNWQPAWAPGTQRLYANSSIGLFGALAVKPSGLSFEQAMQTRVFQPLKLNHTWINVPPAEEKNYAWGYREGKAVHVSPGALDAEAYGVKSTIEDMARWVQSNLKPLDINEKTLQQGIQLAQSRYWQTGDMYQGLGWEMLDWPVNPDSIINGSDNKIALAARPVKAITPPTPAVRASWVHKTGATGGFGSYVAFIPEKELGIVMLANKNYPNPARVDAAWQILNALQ
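AmpC (5.3 nM in the dispensed reagent) in 20 mM phosphate pH 7.0 with 0.01% (detergent screen) or 0.0001% Triton X-100 was preincubated with compounds for 15 min at room temperature. Nitrocefin was then added from an 800 uM solution, and hydrolysis was followed at 480 nm.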
Sm TGR inh: inhibitors of Schistosoma mansoni thioredoxin glutathione reductase; purified TGR, DTNB reduction, TNB absorbance 405 nm; Potency, µM (titrated, usually from 114 µM), for the others: at the top dose activity change, negative = inhibition, usual class: inhibitors; actives 3% (n = 360,000); further: potency means the concentration at half of the fitted maximal effect; nearly all actives have a fitted effect of over 60% in size
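First, TGR (20 nM dispensed) and NADPH were mixed with compound. Second, a 15 min room-temperature incubation followed. Third, further NADPH and then DTNB were added to start the reaction. Finally, TNB absorbance was monitored kinetically.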
AmpC detergent: inhibitors of E. coli AmpC beta-lactamase with detergent; P00811; AmpC hydrolysis of nitrocefin, absorbance 480 nm, 0.01% Triton; Potency, µM (series often up to 114 µM), inactives show at the top dose activity change, negative = inhibition, most hits filed as inhibitors; actives 0.041% (n = 370,000);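 further: potency means the concentration at half of the fitted maximal effect; 0% = no-compound wells and -100% = no-enzyme wells; nearly all actives have a fitted effect of over 25% in size; some results filed as inactive show a strong effect at the top dose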
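AmpC (5.3 nM in the dispensed reagent) in 20 mM phosphate pH 7.0 with 0.01% (detergent screen) or 0.0001% Triton X-100 was preincubated with compounds for 15 min at room temperature. Nitrocefin was then added from an 800 uM solution, and hydrolysis was followed at 480 nm.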
FBPA Giardia inh: blocks Giardia fructose-bisphosphate aldolase activity | actives 0.71% (n = 290,000) | AID 2451 | Potency, µM (highest dose often 59.6 µM), for the others: top-dose activity, negative = inhibition, hits mostly inhibitors | purified Giardia FBPA; further: potency means the concentration at half of the fitted maximal effect; nearly all actives have a fitted effect of over 55% in size
Target sequence (A8B2U2 whole entry, looked up): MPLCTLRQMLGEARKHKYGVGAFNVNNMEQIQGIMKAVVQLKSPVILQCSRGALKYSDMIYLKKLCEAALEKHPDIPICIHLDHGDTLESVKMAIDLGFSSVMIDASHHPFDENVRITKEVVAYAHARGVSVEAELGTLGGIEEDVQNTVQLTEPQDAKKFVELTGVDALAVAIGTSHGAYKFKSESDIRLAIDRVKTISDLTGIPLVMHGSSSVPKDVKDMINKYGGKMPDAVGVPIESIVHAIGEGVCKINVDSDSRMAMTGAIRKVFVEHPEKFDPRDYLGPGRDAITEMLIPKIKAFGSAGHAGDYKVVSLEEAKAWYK
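Giardia FBPA (40 nM reagent) was preincubated 10 min at RT with compound (up to 57.5 uM final), then substrate plus GAPDH/TPI/NAD/arsenate coupling system with diaphorase/resazurin was added; resorufin fluorescence (525/598 nm) was read after 20 min.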
HCMV inh: inhibitors of human cytomegalovirus; HFF cells, HCMV-luciferase reporter, 72 h; hits give low values; activity change, negative = inhibition, % at 57.5 µM; actives 4.5% (n = 410,000); AID 1259415; in the data active means activity change below about -60%; inconclusive means no clear call, values can overlap the other calls; inactive means above about -39%
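Two-dose cell screen: HFF monolayers treated with compounds and infected with luciferase-expressing HCMV at 1 PFU/cell, 72 h at 37C, then lysed for luciferase measurement.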
AMA1 RON2 block: disrupts binding of P. falciparum AMA1 to RON2; AlphaScreen AMA1-biotinylated RON2 peptide binding; Potency, µM (highest dose often 58.2 µM), for inactives: at the top dose activity change, negative = inhibition, hits mostly inhibitors; actives 0.2% (n = 360,000); AID 720542;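 further: potency means the concentration at half of the fitted maximal effect; 0% = vehicle wells and -100% = peptide control; nearly all actives have a fitted effect of over 45% in size; some results filed as inactive show a strong effect at the top dose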
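AMA1 (3D7) with his tag at 25 nM final met compounds first, then biotinylated RON2 peptide at 25 nM; detection used donor plus acceptor beads, 10 µg/mL apiece, read by AlphaScreen after 30 min at room temperature.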
The depositor's hits bear a star; ? = inconclusive; · = not tested or not shown; & = joins results of further samples; [ ] = remark or other dose. Unless noted, the call rests on the fitted dose curve; in most records, active means well fitted curve in the direction sought with a large enough effect; inconclusive means small, poorly fitted or top-dose-only effect, or another doubt; inactive means no such curve, though single readings can be large; an effect the other way counts as inactive or inconclusive. Unless noted, on the % scale 0 is the no-effect control and ±100 the full control effect.

Values in the order – AMA1 RON2 block	HCMV inh	Sm TGR inh	AmpC detergent	AmpC inh no detg	FBPA Giardia inh
> O=C(Nc1cccc(Cl)c1)O/N=C\c1ccncc1
    3%	6	5%	-3%	-32%	0%
> CC(C)OC(=O)C1CC=CCC1C(=O)Nc1ccc(Cl)cc1 (stereo unspecified)
    5%	-20	2%	?	-3%	-11%
> COCCNC(=O)Cn1cc2c(n1)CCCCC2
    -2%	-3	-9%	?	1%	-8%
> CC1CCCC(NC(=O)c2cc(S(=O)(=O)N3CCCCC3)ccc2Cl)C1C (stereo unspecified)
    7%	-38	0%	4%	-12%	·
> CCOc1ccc(N=C2SCCCN2C(=O)c2c(CC)noc2C)cc1
    4%	?	-20%	-6%	76%[activator]	·
> Cc1ccc(S(=O)(=O)NC2(C(F)(F)F)NC(=O)N(c3ccc(F)cc3)C2=O)cc1 (stereo unspecified)
    3%	9&-5	0%&-1%	1%&38%	-9%	·
> COc1ccccc1N1CCN(C(=O)c2onc(C)c2Cl)CC1
    18%	18	-26%	?	22%	3%
> COC(=O)c1ccc(OC(=O)c2cnccn2)cc1
    -24%	5	56µM*	-5%	2%	-13%
> CCC(=O)Nc1ccc(Oc2ccc3c(c2)C(=O)NC3=O)cc1
    0%	-8	16%	-21%	-22%	5%
> CC(C)(C)c1ccc(C(=O)N2CCN(c3ccc(N4CCOCC4)nn3)CC2)cc1
    -10%	-28	3%	-1%	26%	·

Exported tab-delimited: part of the list above
SMILES	AMA1 RON2 block	HCMV inh	Sm TGR inh	AmpC detergent	AmpC inh no detg	FBPA Giardia inh
CC1CCCC(NC(=O)c2cc(S(=O)(=O)N3CCCCC3)ccc2Cl)C1C (stereo unspecified)	7%	-38	0%	4%	-12%	·
CC(C)OC(=O)C1CC=CCC1C(=O)Nc1ccc(Cl)cc1 (stereo unspecified)	5%	-20	2%	?	-3%	-11%
COc1ccccc1N1CCN(C(=O)c2onc(C)c2Cl)CC1	18%	18	-26%	?	22%	3%

New compounds follow
Values in the order – AMA1 RON2 block	HCMV inh	Sm TGR inh	AmpC detergent	AmpC inh no detg	FBPA Giardia inh
> N#Cc1ccc(CN2CCN(C(=O)CNC(=O)Cc3ccccc3)CC2)cc1
    -22%	-15	-27%	?	-1%	·
> CCCCCCOc1ccc(C(=O)O)cc1
    -5%	7	5%	5%	-11%	?
> O=C(COC(=O)c1c(Cl)ccc(Cl)c1Cl)NC1CCS(=O)(=O)C1 (stereo unspecified)
    1%	-19	-17%	-8%	-15%[11.4 µM]	2%
> O=C(Nc1ccc(Br)cc1)C(c1ccccc1)c1ccccc1
    1%	-3	11%	?	-9%	7%
> CCOC(=O)c1[nH]c2ccc(F)cc2c1NC(=O)C1=COCCO1
    4%	91	0%	-2%	-20%	-2%
> O=[N+]([O-])c1ccc(NCCNCCOc2nonc2-c2ccccc2)c([N+](=O)[O-])c1
    -21%	21	-14%	-25%	-22%	-1%
> O=C(Nc1ccc2c(c1)Cc1ccccc1-2)c1ccc(Br)o1
    -10%	17	2%	-13%	-52%	0%
> CC(C(=O)NC(=O)NC1CCCCC1)N(C)CC(=O)Nc1ccc(F)c(F)c1F (stereo unspecified)
    96%[activator]	-17	3%	-20%	12%	·
> CC(C)CCC(C)NC(=O)c1ccc2nccnc2c1 (stereo unspecified)
    -3%	43	4%	18%	8%	11%
> O=C(CSc1cccc[n+]1[O-])NC1CCCCCCC1
    12%	-5	4%	1%	-14%	-2%
> O=C(Nc1ccc(Cl)cc1)Nc1nnc(CSCc2ccccc2Cl)s1
    4%	-91*	-8%	-3%	-23%	4%
> Cc1ccc(CSc2nc3ccccc3c(=O)n2C)cc1
    1%	-65*	-11%	0%	-14%	4%
> O=C(c1ccc(Cl)cc1)N1CCN(CCc2ccccn2)CC1
    0%	76	-8%	-1%	14%	-17%
> COc1cccc(C(c2sc3nc(C)nn3c2O)N2CCN(C(=O)c3ccco3)CC2)c1 (stereo unspecified)
    3%	32	-12%	?	77%[activator]	3%
> Cc1ccc(NNC(=O)c2c(C)noc2C)cc1Cl
    0%	-12	?	6%	-9%	-5%
> CCCCNc1nc2c(S(=O)(=O)c3ccc(C)cc3)nnn2c2ccsc12
    ·	17	-2%	-1%	·	·
> CC(=O)Nc1ccc(S(=O)(=O)NCC(=O)Nc2ccc3c(c2)OCO3)cc1
    -1%	9	·	·	-19%	·
> O=C(O)c1cc2c(cc1NC(=O)c1ccccc1OC(F)F)OCCCO2
    -2%	-31	-5%	-9%	-11%	14%
> CC(C)n1cc(CN2CCC(Oc3ccc(C(=O)N4CCCC4)cc3)CC2)cn1
    1%	-33	-23%	-18%	-10%	5%
> Cc1ccc(N2CC(C(=O)Nc3ccc(C)c(S(=O)(=O)N(C)C)c3)CC2=O)cc1 (stereo unspecified)
    10%	10	7%	-3%	50%	-1%
> Cc1cc(C)c(S(=O)(=O)N2CCOC2CNC(=O)C(=O)NCCN(C)C)c(C)c1 (stereo unspecified)
    10%	18	-3%	-5%	-1%	·
> Cc1cccc(C)c1-n1ncc(C(=O)O)c1C1CCN(C(=O)OC(C)(C)C)CC1
    ·	8	5%	6%	·	·
> Cn1c(N)c(C(=O)COC(=O)/C=C/c2ccc(Cl)c(Cl)c2)c(=O)n(C)c1=O
    -3%	2	·	·	-31%	·
> S=C(Nc1ccc(Br)cc1Cl)Nn1cnnc1
    67%[activator]	19	-13%	-7%	-5%[2.29 µM]	-8%
> COc1ccc(CC(=O)Nc2ccc(C(N)=O)cc2)cc1
    13%	19	1%	-14%	-20%	10%
> O=C(NCc1ccco1)c1cc2n(n1)C(C(F)(F)F)CC(c1ccc(Cl)c(Cl)c1)N2 (stereo unspecified)
    1%	19	0%	2%	-7%	7%
> O=C(CSc1nc2scc(-c3ccccc3)c2c(=O)[nH]1)NC1CCCCC1
    ·	8	5%	?	18%	17%
> COc1ccc(N2CCN(C(=O)c3cc(=O)c4cc(Cl)ccc4o3)CC2)cc1
    -1%	-19	-10%	1%	31%	1%
> O=C(NNC(=O)c1cccnc1)NC12CC3CC(CC(C3)C1)C2
    9%	?	-10%	-11%	-14%	1%
> CCOC(=O)C1(Cc2cccc(OC)c2)CCCN(S(=O)(=O)N(C)C)C1 (stereo unspecified)
    -3%	10	-23%	-6%	42%	1%
> O=S(=O)(Nc1cccc2ccccc12)c1cccc2nonc12
    -28%	25	-11%	-10%	-33%	-8%
> Cc1cc(N/N=C/c2ccc(Cl)cc2Cl)nc(NCc2ccccc2)n1
    -2%	-25	-18%	-5%	-20%	4%
> CCCc1nnc(NC(=O)CSc2nnc3c4ccccc4n(CC)c3n2)s1
    ·	-3	-1%	23%	·	·
> CCOC(=O)C1=C(O)CSC1=Nc1cccc2ccccc12
    -1%	-38	3%	-2%	-4%	-5%
> Fc1ccc(NCc2ccccc2-c2nnc(-c3ccccc3Cl)o2)cc1
    ·	33	-8%	11%	·	·
> CC1CCCC(N2CCN(C(=O)c3ccccc3F)CC2)C1 (stereo unspecified)
    11%	2	6%	-1%	1%	?
> OCCN1CCN(c2nc3ccccc3nc2-c2ccccc2)CC1
    0%	15	2%	-7%	-23%[2.29 µM]	-2%
> Cc1ccc(S(=O)(=O)N(C)c2ccc(OCC(=O)OCC(=O)N(CC#N)c3ccccc3)cc2)cc1
    5%	-1	-11%	-11%	-3%	·
> Cc1ccc(C(=O)OCC(=O)c2c(N)n(C)c(=O)n(C)c2=O)cc1S(=O)(=O)N1CCOCC1
    3%	?	-5%	9%	-20%	·
> O=C(NC1CC2CCCC(C1)N2C(=O)NC1CCCCC1)c1ccccc1 (stereo unspecified)
    -10%	0	0%	-9%	-28%	8%
> CSc1ccccc1NC(=O)c1ccccc1
    -4%	8	-8%	-3%	-25%	0%
> COc1cc(OC)c(NC(=O)c2cnc(N3CCCC3)nc2C)cc1Cl
    ·	-14	2%	1%	·	·
> CCOc1ccc(OCC)c(NC(=O)CN(C)S(=O)(=O)c2cnc[nH]2)c1
    0%	-13	1%	1%	3%	2%
> CCc1ccc(Nc2nnc(SCC(=O)NCCN3C(=O)CSC3=O)s2)cc1
    9%	31	0%	-6%	19%	4%
> COc1ccc(OC)c(CN2CCN(CC(=O)Nc3ccccc3C(=O)NC3CC3)CC2)c1
    12%[11.6 µM]	-7	-7%	-2%	-9%	·
> COc1ccc(CN2C(=O)C(C)N(C(=O)c3c(F)cccc3F)c3ccccc32)cc1 (stereo unspecified)
    -1%	?	0%	2%	-6%	4%
> CC(C)CNC(=O)COc1ccccc1[N+](=O)[O-]
    -1%	67	-5%	-15%	-4%	3%
> Cc1cc(C)nc(NS(=O)(=O)c2ccc(NC(=O)COc3ccccc3)cc2)n1
    -7%	44	15%	3%	-24%	6%
> NC(=O)CSc1cn(CCNC(=O)c2cccs2)c2ccccc12
    13%	24	5%	5%	-9%	-7%
> Cn1cccc1Cc1nnc(SCC(=O)NCC2CCCO2)n1C (stereo unspecified)
    4%	15	-3%	-8%	-10%	1%

Remaining list, next part:
Values in the order – AMA1 RON2 block	HCMV inh	Sm TGR inh	AmpC detergent	AmpC inh no detg	FBPA Giardia inh
> Cc1ccc(S(=O)(=O)N2[C@@H](c3ccc(Cl)cc3)C(C(=O)O)=CC[C@H]2c2cccc(C)c2)cc1
    -2%	-24	-12%	3%	-8%	·
> CCCN(c1ccc(C)cc1)c1nc(=O)c2cccnc2s1
    ?	-21	-5%	?	-11%	9%
> O=C(N/N=C/c1sc(N2CCCCC2)nc1-c1cccs1)C1CC1
    14%	?	1%	-8%	-19%[11.4 µM]	?
> CCc1ccc(Nc2nnc(-n3nc(C)cc3C)c3ccccc23)cc1
    ·	8	-3%	7%	·	·
> C=C(C)CSC1=C(C#N)C(c2ccsc2)CC(=O)N1 (stereo unspecified)
    -1%	-10	-10%	?	-39%	-13%
> CCCCN(CC)CCCNC(=S)Nc1ccc2nc(N3CCN(C)CC3)cc(C)c2c1
    -9%	-37	-23%	-10%	22%	-3%
> CCn1c(CNC(=O)COc2ccc(C(C)C)cc2)nnc1SCC(=O)Nc1ccccc1F
    0%	12	2%	0%	104%[activator]	-3%
> Cc1ccc2[nH]c(=O)c3cc(C(=O)NCCN4CCN(C)CC4)sc3c2c1
    3%	-27	-6%	?	-7%	5%
> CCOC(=O)C(C)CC(C)C(=O)N1CCOCCOCCN(C(=O)C(C)CC(C)C(=O)OCC)CCOCC1 (stereo unspecified)
    -11%	37	-4%	-8%	120%[activator]	0%
> COc1ccc(NC(=O)CN2CCN(S(=O)(=O)N(C)C)CC2)cc1
    2%	5	-2%	-12%	-19%	15%
> Cc1ccc(CNC(=O)CCc2c(C)nc3nc(C)nn3c2C)cc1
    ·	9	-8%	-8%	·	·
> CCc1nc2ccccc2c(C(=O)Nc2cc(C)ccc2C)c1C
    12%	-33	0%	?	23%	4%
> CN1CCN(Cc2cccc3ncccc23)CC1CCO (stereo unspecified)
    2%	3	-7%	0%	-14%	4%

Not a hit list, and some 7.8% of all compounds hit somewhere here.
